PHOSPHO1 block: inhibitors of human PHOSPHO1 phosphatase | hit rate 1.1% among 290,000 | Q8TCT1 | inhibition, % at 13.3 µM | recombinant PHOSPHO1, absorbance phosphatase assay; in the data active means inhibition above about 60%
Target sequence (Q8TCT1 whole entry, looked up): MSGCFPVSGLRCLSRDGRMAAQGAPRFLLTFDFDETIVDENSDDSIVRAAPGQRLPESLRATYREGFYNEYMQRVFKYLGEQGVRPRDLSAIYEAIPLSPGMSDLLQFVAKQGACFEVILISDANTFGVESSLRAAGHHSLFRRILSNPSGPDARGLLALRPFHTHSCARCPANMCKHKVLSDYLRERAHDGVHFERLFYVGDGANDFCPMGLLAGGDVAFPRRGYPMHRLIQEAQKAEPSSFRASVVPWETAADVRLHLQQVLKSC
IMP-1 inhibitor: inhibitors of Pseudomonas aeruginosa IMP-1 metallo-beta-lactamase | purified IMP-1, nitrocefin hydrolysis, epi-absorbance fluorescence | inhibition, % at 5.6 µM | hit rate 0.45% among 290,000 | AID 1556;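 active means inhibition above the mean plus 3 SD of all compounds in the same screening run, cut at about 4.5% in these data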;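 further: 0% = IMP-1 with DMSO and 100% = DMSO wells lacking enzyme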
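Assay system: purified recombinant IMP-1 beta-lactamase. Input: IMP-1 0.2 nM before substrate addition. Buffer or medium: Zinc- and detergent-supplemented HEPES buffer, pH 7.1. Schedule: 25 °C, 15 min preincubation, 25 min reaction. Signal: Epi-absorbance fluorescence, 480 nm excitation, 530 nm emission. Evaluation: percent inhibition from optical density relative to buffer-blank wells.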
SUMO HTRF inh: inhibitors of human SUMOylation (UBC9). hit rate 0.36% among 290,000. P63279. inhibition, % at 35 µM. HTRF SUMOylation assay, SAE1/SAE2 + UBC9, in vitro; in the data active means inhibition above about 50%, passing the limit was not always enough; further: strong numbers were not always called active
Target sequence (P63279 whole entry, looked up): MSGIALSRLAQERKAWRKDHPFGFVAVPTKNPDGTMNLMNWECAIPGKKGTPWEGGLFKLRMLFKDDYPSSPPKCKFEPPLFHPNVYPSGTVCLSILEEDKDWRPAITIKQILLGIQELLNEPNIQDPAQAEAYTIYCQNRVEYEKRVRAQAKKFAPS
pCIP destab: lowers stability of the mouse p/CIP coactivator protein | Q05BA5 | F442A p/CIP-EGFP cells, EGFP fluorescence, 16 h | decrease of EGFP signal, % at 10 µM | hit rate 0.01% among 290,000;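 active means EGFP signal decrease of at least 30% at 10 µM or well 3 SD below plate mean, unless failing retest; inactive means the rest, including hits failing retest or dose response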; further: some compounds called inactive have numbers as strong as hits; many of its hits are not listed in these tables
VIM-2 inhibitor: blocks Pseudomonas aeruginosa VIM-2 metallo-beta-lactamase; purified VIM-2, nitrocefin hydrolysis, epi-absorbance fluorescence; inhibition, % at 5.6 µM; hit rate 0.89% among 290,000;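 active means inhibition above the mean of all tested compounds plus 3 SD, cutoff set per screening run, cut at about 7.5% in these data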;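 further: red hydrolysis product quenches plate fluorescence so inhibitors raise well fluorescence; 0% = enzyme with DMSO and 100% = DMSO without enzyme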
DNA FID counter: counter-screen for HCV NS3 helicase inhibitors: DNA intercalator displacement; DNA fluorescent intercalator displacement, fluorescence; inhibition, % at 7.9 µM; hit rate 0.17% among 290,000; in the data active means inhibition above about 37%;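 further: 0% = vehicle and 100% = reference compound; higher means more ethidium bromide displaced from hairpin DNA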
NS3 helicase inh: blocks Hepatitis C virus NS3 helicase unwinding; NS3 helicase DNA unwinding, Cy5 molecular beacon fluorescence; inhibition, % at 10.9 µM; hit rate 0.56% among 290,000; AID 1800;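 active means inhibition above the mean of all tested compounds plus 3 SD, set per campaign, cut at about 35% in these data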;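 further: 0% = DMSO wells and 100% = thioflavine S control wells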
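Control set: DMSO versus 110 µM thioflavine S; Material: NS3 helicase fragment of HCV; Measured by: Cy5 fluorescence at 0 and 60 min, beacon hairpin quenching; Read-out basis: percent inhibition from t60/t0 fluorescence ratio; Times: reaction time 60 min, 25 °C; Repeats: single replicate; Compound dosing: single dose, 10.9 µM nominal final, DMSO 0.8% final.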
MEKK3 PB1 HTS: modulators (inhibitors or enhancers) of MEK5 binding to human MEKK3 PB1 domain | Q99759 | bead-based flow cytometry, Alexa488-MEK5 binding to MEKK3; actives lie on both sides; 0 = blocked by unlabeled MEK5, 100 = vehicle | binding response (% of control), % at 10 µM | hit rate 1.4% among 290,000 | AID 1529;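 active means binding response more than 3 SD above or below the average of its plate-row segment, actives on both sides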;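 further: Alexa488 bead fluorescence after subtracting the streptavidin-only scavenger bead signal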
Target sequence (Q99759 whole entry, looked up, the tested form may be a part): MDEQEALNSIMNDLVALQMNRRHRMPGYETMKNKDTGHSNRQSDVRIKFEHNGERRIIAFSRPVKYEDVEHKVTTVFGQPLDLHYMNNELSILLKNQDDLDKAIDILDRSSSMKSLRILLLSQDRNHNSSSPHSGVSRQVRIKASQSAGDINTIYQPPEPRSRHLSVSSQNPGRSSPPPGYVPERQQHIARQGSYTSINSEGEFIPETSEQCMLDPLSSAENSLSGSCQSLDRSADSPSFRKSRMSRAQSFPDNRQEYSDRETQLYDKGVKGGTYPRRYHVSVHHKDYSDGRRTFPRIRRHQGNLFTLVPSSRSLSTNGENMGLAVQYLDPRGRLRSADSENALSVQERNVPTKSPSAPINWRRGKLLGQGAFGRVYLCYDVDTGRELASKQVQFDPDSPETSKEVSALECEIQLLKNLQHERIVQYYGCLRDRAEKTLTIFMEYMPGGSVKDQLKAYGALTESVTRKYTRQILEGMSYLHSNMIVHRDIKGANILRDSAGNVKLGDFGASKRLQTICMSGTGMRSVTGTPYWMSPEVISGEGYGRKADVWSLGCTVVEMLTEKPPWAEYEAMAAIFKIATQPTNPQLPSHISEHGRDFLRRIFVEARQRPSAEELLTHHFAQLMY
IDE cell activ: activators of human insulin-degrading enzyme in cells; P14735; HEK cells, FAbeta-B cleavage, fluorescence polarization; 0% vehicle, 100% cell-free pure enzyme wells; activation, % at 5.96 µM; hit rate 0.073% among 340,000; AID 493087;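 active means activation above the mean of all tested compounds plus 3 SD, set per screening campaign, cut at about 17% in these data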
* marks the source's active call; other numbers are inactive results; . = not tested or not shown.

No.	compound	IDE cell activ	SUMO HTRF inh	MEKK3 PB1 HTS	pCIP destab	DNA FID counter
1	CS(=O)(=O)N1CCC(Oc2ccccc2C(=O)N2CCN(CC3CC3)CC2)CC1	2	9	96	-14	3
2	COc1ccc(C2C(C(=O)Nc3ccc(OC)c(OC)c3)c3ccccc3C(=O)N2C)cc1 (stereo unspecified)	4	5	102	-3	-25
3	O=C(Cc1ccccc1)Nc1ccc(C(=O)NCc2ccccc2)cc1	-2	12	100	-9	-10
4	CCN(CC)S(=O)(=O)c1ccc(Cl)c(NC(=O)COc2ccc(OC)cc2[N+](=O)[O-])c1	2	-6	89	13	-2
5	CCOc1ccc(S(=O)(=O)N2CCN(c3ccccc3F)CC2)c2cccnc12	2	-7	93	-8	-28
6	Cc1ccc(Nc2nc(N)nc(CN3CCN(Cc4ccc5c(c4)OCO5)CC3)n2)c(C)c1	1	-8	96	-24	5
7	CCC1CCCCN1C(=S)Nc1ccc(C(C)=O)cc1 (stereo unspecified)	2	-7	102	3	-3
8	Cc1cc(NC(=O)CCN2CC(C)OC(C)C2)ccc1Br (stereo unspecified)	8	-7	104	-6	6
9	O=C(COC(=O)CCC(=O)c1cccs1)NCc1ccccc1	2	-1	107	-5	-8
10	Cc1ccc(Nc2ccc(S(=O)(=O)N3CCOCC3)cc2[N+](=O)[O-])cc1C	2	7	102	1	-1
11	CCOCCCNC(=O)C(c1ccccc1)N(Cc1cccs1)C(=O)CNC(=O)c1ccccc1 (stereo unspecified)	-1	0	99	-12	-36
12	COc1ccc2c(c1)C(c1ccccc1)=NNC(c1ccco1)=N2	0	2	105	-6	-8
13	O=C(CSc1nnc2sc3ccccc3n12)N1CCN(c2ccccc2)CC1	5	4	98	-8	-21
14	O=C(c1cccc(NS(=O)(=O)c2cccc(F)c2)c1)N1CCN(c2ccccc2)CC1	-2	10	107	-12	-25
15	Cc1ccc(S(=O)(=O)N2CCCCC2)cc1NC(=O)c1ccccn1	4	6	82	-2	-15

No.	VIM-2 inhibitor	IMP-1 inhibitor	NS3 helicase inh	PHOSPHO1 block
1	-2.7	-2.9	-13	46
2	-1.4	-1.0	-4	16
3	-1.1	-1.2	0	34
4	-0.6	0.2	-9	-8
5	-2.8	-2.4	-5	-8
6	-4.7	-2.5	-6	13
7	-3.5	-1.7	-4	-13
8	-1.1	-2.6	-15	29
9	-2.6	-2.6	14	-23
10	-2.8	-2.1	2	9
11	-1.7	-1.1	6	-33
12	2.2	-1.2	9	19
13	0.6	0.0	-4	0
14	-2.1	-2.5	-5	-5
15	-1.0	-2.4	-14	14

Continued:
No.	compound	IDE cell activ	SUMO HTRF inh	MEKK3 PB1 HTS	pCIP destab	DNA FID counter
16	Cc1cccc(OCCCCCN2CCOCC2)c1C	1	0	106	-1	9
17	CCN(CC)c1nc(C)c2c(c1C#N)CC(C)(C)OC2	1	8	106	-7	-3
18	C/C=C\C(=O)Nc1cccc(C2=NOC3(C2)C[C@@H](C(N)=O)N(C(=O)CCCCC)C3)c1 (stereo partly specified)	-2	8	92	-5	.
19	Cc1[nH]c2ccc(C(=O)NCCCN3CCN(C)CC3)cc2c1C	3	10	97	-9	21
20	Cc1ccc(CN(C)CCc2ccccn2)cc1	-2	9	100	-4	9
21	COc1ccccc1OCc1ccc(C(=O)N/N=C/c2ccco2)cc1	0	2	94	-10	-20
22	O=C(NC(Cc1c[nH]c2ccccc12)C(=O)O)c1cccs1 (stereo unspecified)	3	-5	98	1	-3
23	O=C(O)CSC(NC(=O)c1cccnc1)(C(F)(F)F)C(F)(F)F	6	16	108	-14	3
24	COc1ccc(C(=O)NC(=S)Nc2cccc3cc(O)ccc23)cc1OC	-1	6	98	-12	-19
25	O=C(Cc1c(C(=O)O)[nH]c2ccccc12)NCCN1CCN(c2ccccc2F)CC1	4	6	123	-13	-22
26	CCCNC(=O)OC[C@H]1O[C@H](CCO/N=C/[C@@H](OC)[C@H](C)/C=C/CC(=O)OC)C=C[C@@H]1Oc1ccc(OC)cc1	.	-6	100	-4	-49
27	COc1ccc(-c2cccc(C(=O)N3CCOCC3)c2)cc1	5	1	100	-3	-13
28	Nc1nnc(CC(=O)N/N=C/c2ccccc2OCc2ccc(F)cc2)s1	.	8	112	-8	-20
29	CCOc1cc(CNCc2ccncc2)cc(Br)c1OCc1ccccc1F	-11	-46	102	-3	10
30	Cc1ccc(OCC(=O)NC(=S)Nc2cccc(NC(=O)c3ccc(Cl)cc3Cl)c2)cc1	2	6	100	2	-5

No.	VIM-2 inhibitor	IMP-1 inhibitor	NS3 helicase inh	PHOSPHO1 block
16	-1.6	-2.2	-5	14
17	-1.7	-2.8	-4	15
18	.	.	.	18
19	3.2	0.4	0	14
20	-4.6	-0.8	-8	-7
21	-3.3	2.2	-1	9
22	-2.8	-0.6	-9	5
23	-0.1	-1.2	3	29
24	-0.4	4.5*	2	-20
25	-2.4	-1.4	-3	0
26	-2.2	0.6	-7	-6
27	-2.1	-0.8	-2	14
28	-2.4	-2.8	-3	32
29	-1.6	-1.1	-76	15
30	-1.9	-3.7	8	-4

Following part:
No.	compound	IDE cell activ	SUMO HTRF inh	MEKK3 PB1 HTS	pCIP destab	DNA FID counter
31	NNC(=O)CCS(=O)(=O)c1ccc2ccccc2c1	1	-2	108	21	-12
32	COc1ccc(-c2nc(C#N)c(N3CCN(c4ccccc4)CC3)o2)cc1	4	0	112	-3	-3
33	Cc1cc(C)c(S(=O)(=O)N2CCN(C(=O)CCn3nc(C)c(C)c3C)CC2)c(C)c1	5	3	100	4	-53
34	Cc1cc(C)n(C(=O)CNc2cccc(Cl)c2C)n1	2	8	104	-3	-4
35	Cc1nn(Cc2ccccc2)c2ncccc12	1	-6	104	9	-6
36	O=C(NCC1CCCO1)C1CC(=O)N(c2ccc(Cl)cc2)C1 (stereo unspecified)	3	13	103	3	-9
37	Cc1cc(NC(=O)C2CC(=O)OC2c2ccccc2)no1 (stereo unspecified)	2	13	98	-2	0
38	COc1ccc(C2NC(=O)NC(C)=C2C(=O)OCc2ccccc2)cc1 (stereo unspecified)	-8	16	103	-8	-29
39	COCCn1c(-c2ccccc2)nc2c(c(=O)c3ccccc3n2C)c1=O	.	21	81	-14	-5
40	COc1ccc(OC)c(/C=N/NC(=O)CCN2CCN(C(c3ccccc3)c3ccccc3)CC2)c1	2	-15	109	-10	-5
41	O=C(c1cc(-c2ccc(O)cc2)on1)N1CCN(c2ccccc2)CC1	6	-4	99	1	-16
42	COc1ccccc1NC(=O)Nc1nn(C)c2cccc(N(C)C)c12	5	-14	104	1	-18
43	N#Cc1c2c(c(NCc3cccnc3)n3c1nc1ccccc13)CCC2	-1	17	97	-5	-9
44	O=C1CCCC/C1=C/Nc1cccc(C(F)(F)F)c1	3	19	101	3	-1
45	CCCCOc1cccc(C(=O)Nc2ccc(N3CCN(CC)CC3)cc2)c1	0	-3	87	-13	13

No.	VIM-2 inhibitor	IMP-1 inhibitor	NS3 helicase inh	PHOSPHO1 block
31	-0.5	-5.4	-11	-6
32	-4.5	-2.0	3	5
33	-1.0	-3.2	-13	35
34	-2.5	-4.0	-3	-13
35	-1.4	0.4	3	22
36	-4.7	-1.6	4	19
37	-2.9	-2.9	-2	0
38	-2.2	-1.2	-8	35
39	5.3	1.3	-4	-16
40	-0.8	-1.6	-33	-12
41	0.1	-0.2	-10	44
42	-2.3	-4.4	-4	37
43	12*	-5.0	3	3
44	13*	-3.3	9	13
45	4.8	-1.1	-51	-10

From entry 31 as far as 34, copied from above:
No.	compound	IDE cell activ	SUMO HTRF inh	MEKK3 PB1 HTS	pCIP destab	DNA FID counter
31	NNC(=O)CCS(=O)(=O)c1ccc2ccccc2c1	1	-2	108	21	-12
32	COc1ccc(-c2nc(C#N)c(N3CCN(c4ccccc4)CC3)o2)cc1	4	0	112	-3	-3
33	Cc1cc(C)c(S(=O)(=O)N2CCN(C(=O)CCn3nc(C)c(C)c3C)CC2)c(C)c1	5	3	100	4	-53
34	Cc1cc(C)n(C(=O)CNc2cccc(Cl)c2C)n1	2	8	104	-3	-4

No.	VIM-2 inhibitor	IMP-1 inhibitor	NS3 helicase inh	PHOSPHO1 block
31	-0.5	-5.4	-11	-6
32	-4.5	-2.0	3	5
33	-1.0	-3.2	-13	35
34	-2.5	-4.0	-3	-13

Additional structures follow:
No.	compound	IDE cell activ	SUMO HTRF inh	MEKK3 PB1 HTS	pCIP destab	DNA FID counter
46	COc1ccc(CCNC(=O)CCc2ccc(S(=O)(=O)NC(C)C)cc2)cc1	1	1	108	-14	-22
47	COc1ccc(C)c(Cn2c(-c3nonc3N)nc3ccccc32)c1	8	11	.	-5	6
48	Cc1ccc(S(=O)(=O)N2CCN(C(=S)NCc3ccc4c(c3)OCO4)CC2)cc1	1	-11	.	-21	-15
49	O=C(Cn1cc(S(=O)(=O)N2CCCC2)c(S(=O)(=O)N2CCCC2)c1)NCc1ccco1	7	1	97	8	-9
50	CC1=CC(=C2C=CC(=O)C=C2)C=C(C)N1C	.	14	94	8	-3
51	O=C(O/N=C1/CCSc2ccccc21)c1ccc(F)cc1	-1	-19	95	-1	-6
52	COc1c(F)c(F)c(C(=O)O)c(Nc2ccc(C)cc2)c1F	4	20	99	1	1
53	CC1=Nc2ccccc2N=C(NC(=O)CSc2nnnn2-c2ccccc2)C1c1ccccc1 (stereo unspecified)	3	-17	.	7	-7
54	O=C(CN(C(=O)CNC(=O)c1ccco1)c1ccc(F)cc1)NC1CCCCC1	5	15	100	-1	-19
55	Cc1nc2ccc(NC(=O)c3nn(CC(C)C)c(=O)c4ccccc34)cc2s1	2	-8	148*	10	-21
56	COc1ccc(N(C)C(=O)c2ccc(NC(=O)CCS(=O)(=O)c3cccs3)cc2)cc1	5	-1	102	5	-33
57	O=C(C1=C[C@H](c2ccccc2)C[C@H](OCCCCO)O1)N1CCN(Cc2ccccc2)CC1	-3	7	99	-4	-32
58	O=C(NCCCn1ccnc1)c1cn(Cc2ccc(F)cc2)nn1	-2	4	102	-20	1

No.	VIM-2 inhibitor	IMP-1 inhibitor	NS3 helicase inh	PHOSPHO1 block
46	-8.7	-1.3	-23	-9
47	0.0	-6.3	5	2
48	-2.7	-2.0	-11	48
49	-1.4	-0.8	1	33
50	-0.8	-0.2	3	40
51	0.2	-1.1	-4	15
52	0.8	-1.7	12	33
53	-1.3	-0.8	-15	12
54	-2.9	-1.9	-12	32
55	-1.3	-2.6	-10	-6
56	-2.9	-2.8	0	24
57	-1.2	-1.4	11	0
58	-3.7	-4.2	4	6

With a hit mark in MEKK3 PB1 HTS, of those listed so far:
entry	SMILES	IDE cell activ	SUMO HTRF inh	MEKK3 PB1 HTS	pCIP destab	VIM-2 inhibitor	IMP-1 inhibitor	NS3 helicase inh	PHOSPHO1 block
55	Cc1nc2ccc(NC(=O)c3nn(CC(C)C)c(=O)c4ccccc34)cc2s1	2	-8	148*	10	-1.3	-2.6	-10	-6

Screening results (PubChem BioAssay)

Only part of the results is shown. The share of hits here may be higher or lower than overall.
